Ba/F3 V617F tox – reduced viability of JAK2V617F-dependent Ba/F3 cells, primary screen, JAK2V617F inhibitor project, cell-based, Ba/F3 EpoR-JAK2V617F, luminescence; ATP luminescence; inhibition, % at 5.6 µM; 220,000 tested, 1.1% active;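 active = inhibition above the campaign mean plus 3 SD over all tested compounds, cut at about 24% in these data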;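 also: cytokine-independent growth of Ba/F3 cells driven by EpoR plus mutant JAK2; 0% = DMSO-treated cells and 100% = JAK inhibitor I control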
BaF3 tox – parental Ba/F3 cell viability inhibition, counter-screen for JAK2V617F inhibitor project, murine pro-B, CellTiter-Glo luminescence | 220,000 tested, 1.1% active | CellTiter-Glo ATP luminescence | inhibition, % at 5.6 µM;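 active = inhibition above a per-campaign cutoff, the mean inhibition of all tested compounds plus 3 SD, cut at about 27% in these data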;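 also: 0% = DMSO wells and 100% = JAK Inhibitor I control wells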
TRPN1 ag – zebrafish TRPN1 channel agonists, primary screen, cell-based, HEK293, calcium fluorescence | transient receptor potential cation channel N1 (TRPN1/NompC), Danio rerio | HEK293 zebrafish TRPN1-YFP, Fluo-8 calcium fluorescence; 100% = response to 87 µM carbachol | activation, % at 3 µM | 220,000 tested, 0.18% active;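 active = activation above its plate's cutoff, the mean activation of test wells on that plate plus 3 SD, cut at about 19% in these data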;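 also: 0% = DMSO alone and 100% = 87 µM carbachol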
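Material: zebrafish TRPN1-YFP in HEK293 cells; Doses: single test compound dose, 3 µM nominal, 0.3% DMSO; Timing: dye loading 1 h at 37 °C, then 30 min room temperature; Technique: intracellular calcium fluorescence with Fluo-8; Benchmarks: high carbachol 87 µM, low DMSO alone.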
TRPML3 agonist – human TRPML3 channel agonists, primary screen, cell-based, HEK293 TRPML3-YFP, Fluo-8 calcium fluorescence, 3 µM; Mucolipin-3 (Homo sapiens), Q8TDD5; 100% = the carbachol control signal; activation, % at 3 µM; 220,000 tested, 0.29% active; AID 1448, 2008;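 active = activation above its plate's cutoff, the mean activation of the plate's test wells plus 3 SD, cut at about 12% in these data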;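 also: 0% = DMSO only wells and 100% = carbachol wells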
Target sequence (Q8TDD5 whole entry, looked up): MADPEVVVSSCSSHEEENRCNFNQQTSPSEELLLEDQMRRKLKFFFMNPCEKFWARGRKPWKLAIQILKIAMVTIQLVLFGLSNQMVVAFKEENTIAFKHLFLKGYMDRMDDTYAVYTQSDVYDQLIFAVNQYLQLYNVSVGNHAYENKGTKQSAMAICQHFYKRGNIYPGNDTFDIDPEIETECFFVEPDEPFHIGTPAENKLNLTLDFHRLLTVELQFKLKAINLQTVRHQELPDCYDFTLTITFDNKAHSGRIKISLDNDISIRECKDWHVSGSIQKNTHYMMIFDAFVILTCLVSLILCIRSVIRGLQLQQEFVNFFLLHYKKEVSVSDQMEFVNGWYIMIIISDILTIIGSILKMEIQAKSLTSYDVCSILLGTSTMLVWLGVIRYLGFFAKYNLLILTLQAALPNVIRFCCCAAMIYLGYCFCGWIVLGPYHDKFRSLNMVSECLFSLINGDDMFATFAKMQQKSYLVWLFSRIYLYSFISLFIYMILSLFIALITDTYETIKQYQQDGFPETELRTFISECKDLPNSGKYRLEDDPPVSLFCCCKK
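system = HEK293 cells stably carrying human TRPML3-YFP | doses = one concentration, 3 µM nominal, 0.3% DMSO | timing = dye loading 1 h 37 °C then 30 min ambient, 125 s read | detection = Fluo-8 calcium dye fluorescence, ex 470-495, em 515-575 nm | benchmarks = high control carbachol 87 µM, low control DMSO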
PERK inh – block of dimerizer-induced PERK translation repression, primary screen, PERK inhibitor project, CHO PERK-DD cells, SEAP luminescence, HTS; 220,000 tested, 0.17% active; Eukaryotic translation initiation factor 2-alpha kinase 3 (Homo sapiens), Q9NZJ5; inhibition, % at 5.6 µM; CHO PERK-DD fusion, SEAP luminescence translation reporter;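 active = inhibition above the mean inhibition of all tested compounds plus 3 SD, set separately per screening campaign, cut at about 2.9% in these data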;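 also: PERK kinase domain activated by AP20187 dimerizer at 100 nM; 0% = DMSO with dimerizer and 100% = rapamycin at 8.4 µM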
EP2 modulator – EP2 receptor modulators, cAMP readout, primary screen, cell-based, HTRF cAMP, PGE2 stimulation. Prostaglandin E2 receptor EP2 subtype (Homo sapiens), P43116. EP2-expressing cells, cAMP HTRF FRET, PGE2 co-stimulation. induction, % at 25 µM. 260,000 tested, 0.83% active;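 active = compounds whose cAMP rise, as percent of the full-agonist control response, exceeds 60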;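 also: rat C6 glioma line stably carrying human EP2 under a CMV promoter; the protocol text gives 20 µM as final concentration; 100% = response of wells given 1 µM PGE2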
m-calpain inh – inhibitors of pig calpain II, primary screen, biochemical, fluorogenic peptide substrate, 1536-well; AID 1236, 2008; 220,000 tested, 0.37% active; inhibition, % at 16 µM; purified calpain II, 30 min;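 active = inhibition above about 50%, limit read from the data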
S1P4 agonist – S1P4 receptor agonists, primary screen, cell-based; Sphingosine 1-phosphate receptor 4 (Homo sapiens), O95977; 220,000 tested, 0.35% active; activation, % at 4.98 µM; S1P4-expressing cell line, agonist reporter assay; in the data active = activation above about 11%;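 also: 0% = DMSO vehicle and 100% = reference agonist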
Target sequence (O95977 whole entry, looked up): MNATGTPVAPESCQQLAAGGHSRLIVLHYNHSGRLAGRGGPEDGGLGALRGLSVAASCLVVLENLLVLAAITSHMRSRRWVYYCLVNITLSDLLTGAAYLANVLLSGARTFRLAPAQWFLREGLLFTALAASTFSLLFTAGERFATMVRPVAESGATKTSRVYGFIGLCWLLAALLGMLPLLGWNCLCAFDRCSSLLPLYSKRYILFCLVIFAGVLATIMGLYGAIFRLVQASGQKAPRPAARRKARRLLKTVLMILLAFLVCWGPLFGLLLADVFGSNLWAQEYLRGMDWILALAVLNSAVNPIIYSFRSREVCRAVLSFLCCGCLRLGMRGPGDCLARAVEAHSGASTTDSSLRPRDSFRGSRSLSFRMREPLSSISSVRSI
S1P4 antagonist – S1P4 receptor antagonists, primary screen, cell-based; AID 1510, 2009; S1P4-expressing cells, antagonist mode, reporter read-out; Sphingosine 1-phosphate receptor 4 (Homo sapiens), O95977; inhibition, % at 4.98 µM; 220,000 tested, 0.26% active; in the data active = inhibition above about 29%;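 also: 0% = wells stimulated with agonist and 100% = vehicle wells without agonist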
Starred values were filed as active, the others as inactive; & = joins results of further samples.

SMILES	Ba/F3 V617F tox	BaF3 tox	TRPN1 ag	TRPML3 agonist	PERK inh	EP2 modulator	m-calpain inh	S1P4 agonist	S1P4 antagonist
Cc1cccc2[nH]c(CN(C)C(=O)CC3C(=O)NCCN3CC(C)(C)C)nc12 (centres undefined)	3	5	0.2	1.1	0.9	15	-1	1.3	3
O=C(CSc1nnc(Cc2cccs2)n1-c1ccccc1)Nc1ccc2c(c1)OCCO2	2	4	0.7	-0.7	-0.6	-3	9	-0.7	-8
Cc1nc(NC(=O)COC(=O)C(NC(=O)c2ccco2)C(C)C)c(Cl)cc1Cl (centres undefined)	0	4	0.2	0.9	-0.7	14	4	1.5	-7
O=c1c2c3c(sc2nc2n1CCCC2)CCCC3	0	5	-0.3	-0.7	-0.3	0	-19	-2.5	-7
CC(C)c1nc2sc3ccccc3c(=O)c2c(=O)n1Cc1ccccc1	2	-1	-0.3	-0.2	0.9	-7	35	-0.5	8
O=C(NC1CC1)C1CCN(c2ccc(S(=O)(=O)N3CCOCC3)cc2Cl)CC1	-3	4	1.3	-0.3	1.1	-23	18	-0.7	-1
Cc1ccc(C)c(C(=O)CCC(=O)Nc2cccnc2)c1	3	1	0.3	0.4	-0.7	-22	-33	0.2	-8
CCc1cc(=O)oc2cc(OCC(=O)N(CC)CC)c(Cl)cc12	0	10	2.1	0.1	-0.5	3	-16	2.9	-18
Cc1onc(-c2ccccc2Cl)c1C(=O)N1CCCCC1C(=O)O (centres undefined)	-3	1	0.7	1.0	0.9	9	1	1.7	-19
CCOC(=O)/C(=N\O)C1=NC(C)(C)Cc2ccccc21	-1	5	1.6	0.6	0.6	34	-13	1.7	-6
CCOC(=O)CCn1cc(F)c(=O)n(Cc2ccccc2)c1=O	-2	0	0.8	-0.9	-1.2	-7	35	-0.4	-9
O=C(OCn1ncc(Cl)c(Cl)c1=O)c1ccc(F)cc1	32*	2	-0.2	0.2	0.5	5	20	-5.1	-18
O=C(N/N=C\c1ccc2c(c1)OCO2)c1ccco1	2	6	1.3	0.4	0.3	2	7	1.1	-11
CCC(=O)Nc1ccc(S(=O)(=O)N2CCN(c3ccc(F)cc3)CC2)cc1	0	12	0.1	0.3	-0.2	-55	-20	-1.0	-4
COc1cccc(CN2CCNC(=O)C2CC(=O)N2CCOc3ccccc3C2)c1OC (centres undefined)	3	2	-0.9	0.5	0.4	13	-11	2.4	5
CCc1ccc(NC(=O)C(=O)N/N=C(\C)CC(=O)Nc2ccccn2)cc1	-4	4	1.9	1.2	1.1	22	28	1.1	-12
O=C(O)c1ccc(N/N=C/c2ccnc3ccccc23)cc1	4	-2	0.3	0.4	-0.7	-23	10	1.8	-4
Cc1ccc(Nc2n[nH]c(C)c2[N+](=O)[O-])c(C)c1	4	6	-0.7	0.2	0.8	-6	6	0.7	-15
CCn1c(Cc2ccccc2)nnc1SCC(=O)Nc1nnc(-c2ccccc2)s1	-1	4	-0.2	0.3	-0.8	4	-16	2.1	-1
Brc1ccc2ncnc(Nc3ccc(N4CCOCC4)cc3)c2c1	0	4	0.5	-0.6	-0.9	26	-14	2.8	-18
COc1ccc(/C(N)=N/OC(=O)Cc2cccs2)cc1	-1	6	-0.8	-0.2	1.4	7	1	1.0	-14
O=C1c2c(O)cc(O)cc2O[C@@]12c1c(cc(O)c3c1O[C@H](c1ccc(O)cc1)[C@@H](O)C3)O[C@@H]2c1ccc(O)cc1	0	5	1.8	0.3	0.9	22	-54	1.2	-6
O=C(c1cccc(Cl)c1)C1CCCN(Cc2ccc(N3CCNC3=O)cc2)C1 (centres undefined)	4	4	2.1	1.1	-0.8	-50	21	2.3	-28
CCN(CC)S(=O)(=O)c1cccc(C(=O)N[C@H](C(=O)NNC(=O)c2ccccc2)C(C)C)c1	1	2	1.4	-0.1	-1.0	9	14	-0.4	3
CCN(CC)S(=O)(=O)c1cccc(C(=O)NC(C(=O)Nc2nnc(C3CC3)s2)C(C)C)c1 (centres undefined)	3	3	-1.6	-0.8	-0.7	20	-5	-1.5	1

Carrying on.
SMILES	Ba/F3 V617F tox	BaF3 tox	TRPN1 ag	TRPML3 agonist	PERK inh	EP2 modulator	m-calpain inh	S1P4 agonist	S1P4 antagonist
CCCCCOc1ccc(NC(=O)C(=O)NCCC2=CCCCC2)cc1	-4	-2	-0.5	-0.6	0.1	12	18	1.7	-16
CC(=O)c1cc2c(cc1NC(=O)CCNC(=O)c1ccccc1Cl)OCO2	-1	7	0.8	0.2	0.6	-41	-78	-1.4	-8
Cc1nn(Cc2cccc(C(=O)N3N=C(C(F)F)CC3(O)C(F)F)c2)c(C)c1[N+](=O)[O-] (centres undefined)	0	7	5.0	2.3	-2.6	-14	21	-1.9	-10
COc1ccc(S(=O)(=O)N(Cc2ccc(OC)c(OC)c2)Cc2ccco2)cc1	3	4	0.8	1.1	-1.3	-14	8	4.6	-7
COc1ccc(NC(=O)CSc2ccccc2)c([N+](=O)[O-])c1	-1	6	-0.9	-0.7	0.1	-34	37	-1.3	4
C=CCOc1cccc(C2C(C(=O)c3ccc(C)o3)=C(O)C(=O)N2Cc2ccncc2)c1 (centres undefined)	-2	0	0.8	-0.5	1.7	42&6	-6	-1.8	6
O=C(CN(Cc1ccccc1)S(=O)(=O)c1ccc(S(=O)(=O)N2CCOCC2)cc1)Nc1ccccc1	1	6	2.4	0.3	1.4	10	7	-1.3	-9
O=C(CSCc1c(F)cccc1Cl)NCc1cccnc1	-1	10	0.9	0.8	0.5	14	-2	1.0	-2
O=C(O)C1C2C=CC(C3CC23)C1C(=O)N1CCc2ccccc21 (centres undefined)	-1	7	-0.5	-0.6	2.1	26	-13	-0.9	-9
O=C(Nc1cccc(S(=O)(=O)NC2=NCCC2)c1)C1CCCCC1	-2	-1	1.5	1.4	0.5	0	-23	1.3	1
CCCNS(=O)(=O)c1ccc(OC)c(Cl)c1Cl	2	8	-0.7	-0.4	0.5	14	23	-1.2	1
O=C(c1ccc2ccccc2n1)N1CCN(c2ccccc2)CC1	-2	5	0.1	-0.7	0.1	-36	-18	-0.9	-6
Cc1c(NC(=O)CSc2ccc(Cl)cc2)c(=O)n(-c2ccccc2)n1C	0	2	-1.1	-0.4	0.6	-12	5	-1.7	-5
CS(=O)(=O)N(CC(=O)Nc1cccc([N+](=O)[O-])c1)c1cccc(F)c1	1	6	0.6	1.8	1.1	-33	0	1.3	1
O=S(=O)(Cc1ccccc1)N=Nc1c(O)[nH]c2ccc(Br)cc12	1	-3	1.1	0.4	-0.9	-42	0	1.2	-3
CC(=O)NS(=O)(=O)c1ccc(NC(=O)/C=C/c2cn(-c3ccccc3)nc2-c2ccccc2)cc1	2	8	1.4	0.4	0.6	14	-13	-1.3	-3
NS(=O)(=O)c1cccc(NC(=O)Cc2ccc(Cl)c(Cl)c2)c1	2	6	0.2	0.5	1.1	-67	-6	0.6	9
O=C(NC(=S)Nc1ccc(NC(=O)c2cccs2)cc1)c1ccco1	-2	6	-0.4	0.8	-0.7	-57	-18	0.8	-3
COc1ccc2c(c1)CCCC21NC(=O)NC1=O (centres undefined)	-1	-1	1.6	-0.2	1.5	15	-51	-2.0	4
c1ccc2nc(N3CCN(Cc4ccc5c(c4)OCO5)CC3)cnc2c1	4	1	2.4	0.3	1.0	-59	9	-0.1	-11
Cc1cccc2cc(C#N)c(NCCCNS(=O)(=O)c3ccc(Cl)cc3)nc12	-2	-6	-1.0	-0.2	-0.2	-20&-11	-7	0.5	-11
COC(F)(C(=O)Nc1ccc2c(c1)C(=O)NC2=O)C(F)(F)F (centres undefined)	-3	0	1.5	0.3	1.4	-9	-22	-0.2	-8
NC(=O)c1c(/N=C/c2cccnc2)sc2c1CCCC2	4	4	1.0	0.6	-1.1	-23	27	-0.5	5
CC(=O)c1c(C)[nH]c(C(=O)Nc2ccc(C)cn2)c1C	1	7	1.2	0.5	-0.7	-1	13	1.6	-9
COC(=O)c1ccccc1NC(=O)Cn1ccnc1	-3	5	1.4	-0.5	0.7	8	-20	1.8	17

The list goes on; it opens with the 2 that closed the last part.
SMILES	Ba/F3 V617F tox	BaF3 tox	TRPN1 ag	TRPML3 agonist	PERK inh	EP2 modulator	m-calpain inh	S1P4 agonist	S1P4 antagonist
CC(=O)c1c(C)[nH]c(C(=O)Nc2ccc(C)cn2)c1C	1	7	1.2	0.5	-0.7	-1	13	1.6	-9
COC(=O)c1ccccc1NC(=O)Cn1ccnc1	-3	5	1.4	-0.5	0.7	8	-20	1.8	17
CCc1c(C)nc(SCCOc2ccc(OC)cc2)[nH]c1=O	-2	3	0.9	-0.1	0.2	8	21	0.9	-10
CCOC(=O)Cn1c2c(c(=N)c3c1CCC3)CCC2	0	11	-0.4	0.9	1.2	-16	5	1.2	-8
CC(=O)OCc1c(C(F)(F)F)nn(C)c1SCc1ccc(Cl)cc1	-2	3	-1.2	-1.5	0.6	-5	29	-0.4	-9
O=C(O)c1ccc(/C=N\Nc2ccc(S(=O)(=O)N3CCOCC3)cc2[N+](=O)[O-])cc1	-4	1	0.4	0.6	0.1	-7	16	-0.3	-2
O=C(Cc1cccs1)N1CCCC(c2nc(-c3ccc(S(=O)(=O)N4CCCC4)cc3)no2)C1 (centres undefined)	3	12	5.3	1.5	-1.1	6	-10	1.3	-26
Cc1ccc(C(=O)NCC(=O)OCC(=O)c2ccc3c(c2)NC(=O)CO3)cc1C	0	7	0.5	0.2	0.3	26	-30	1.6	-3
COc1ccc(N/C=C2\C(=O)c3c(sc(C)c3C)N(C)S2(=O)=O)cc1	-1	-1	0.8	0.8	1.4	-8	-104	-2.1	-4

Structural class: the compounds so far with an NH in an aromatic ring (5)
SMILES	Ba/F3 V617F tox	BaF3 tox	TRPN1 ag	TRPML3 agonist	PERK inh	EP2 modulator	m-calpain inh	S1P4 agonist	S1P4 antagonist
Cc1cccc2[nH]c(CN(C)C(=O)CC3C(=O)NCCN3CC(C)(C)C)nc12 (centres undefined)	3	5	0.2	1.1	0.9	15	-1	1.3	3
Cc1ccc(Nc2n[nH]c(C)c2[N+](=O)[O-])c(C)c1	4	6	-0.7	0.2	0.8	-6	6	0.7	-15
O=S(=O)(Cc1ccccc1)N=Nc1c(O)[nH]c2ccc(Br)cc12	1	-3	1.1	0.4	-0.9	-42	0	1.2	-3
CC(=O)c1c(C)[nH]c(C(=O)Nc2ccc(C)cn2)c1C	1	7	1.2	0.5	-0.7	-1	13	1.6	-9
CCc1c(C)nc(SCCOc2ccc(OC)cc2)[nH]c1=O	-2	3	0.9	-0.1	0.2	8	21	0.9	-10
